Screening results as filed in PubChem.
Vif-APOBEC3F blk: inhibitors of Vif-A3F interaction; HeLa A3F-eYFP + Vif (tagged APOBEC3F with the HIV-1 protein that degrades it), YFP fluorescence increase; Potency, µM (series often up to 46.1 µM), for the others: at the top dose activity, negative = active; actives 0.2% (n = 390,000); AID 602313; note: % of control where 0% means no effect; nearly all actives have a fitted effect of over 65% in size
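HeLa cells stably expressing A3F-eYFP plus Vif, plated and incubated overnight at 37 deg C, then exposed to compounds overnight at 37 deg C. Blocked degradation read as raised yellow fluorescence (Ex 488/Em 500-530).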
RGS4 inhibitor: human RGS4 inhibition | P49798 | Transcreener GDP fluorescence polarization, RGS4-accelerated GTP hydrolysis | Potency, µM (highest dose often 114 µM), inactives show at the top dose activity change, negative = inhibition, hits mostly inhibitors | actives 0.039% (n = 390,000); note: % is set by controls: 0 for no effect and ±100 for the full control effect; nearly all actives have a fitted effect of over 75% in size; some results filed as inactive show a strong effect at the top dose
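MLSMR compounds (23 nl, pin-transferred) preincubated 10 min at room temperature with a 500nM (2x) first reagent, then RGS4 at 900nM (2x) plus Transcreener GDP mix added; fluorescence polarization (620/688 nm) read before and after 90 min at 30 °C.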
TrxR1 substrate: substrates of rat thioredoxin reductase 1; purified TrxR1 substrate turnover, NADPH consumption readout; AID 588456; Potency, µM (highest dose often 114 µM), inactives show at the highest dose activity change, negative = substrate turnover; actives 0.01% (n = 390,000); note: % is set by controls: 0 for no effect and ±100 for the full control effect; nearly all actives have a fitted effect of over 50% in size
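Rat TrxR1, dispensed at 90 nM, was prereduced with 400 uM NADPH (final) for 5 min at ~22 deg C, then incubated with compound 15 min before 400 uM selenite. A first-read NADPH fluorescence drop versus no-compound background flagged substrates.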
RXFP1 agonist: activates the human relaxin receptor RXFP1; Q9HBX9; HEK293T-RXFP1 cAMP TR-FRET, 30 min; response scale: percent of porcine relaxin response, buffer zero; Potency, µM (top dose mostly 57.5 µM), without a hit: at the highest dose activation, actives largely listed as activators; actives 0.3% (n = 370,000); note: % is set by controls: 0 for no effect and ±100 for the full control effect; nearly all actives have a fitted effect of over 60% in size; many of its hits are not listed in these tables
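cAMP rise read by TR-FRET after 30 min, 37C compound exposure (up to 58 uM) in RXFP1-transfected HEK293 cells with Ro 20174 present. EC50 from Hill-equation fits, with 29 nM porcine relaxin as 100% and buffer as basal.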
12-LOX inh: blocks human arachidonate 12S-lipoxygenase; P18054; Potency, µM (doses to about 108 µM), without a hit: top-dose activity change, negative = inhibition, most hits filed as inhibitors; purified 12hLO, xylenol orange hydroperoxide absorbance; AID 1671190; actives 1.1% (n = 580,000); note: % is set by controls: 0 for no effect and ±100 for the full control effect
Target sequence (P18054 whole entry, looked up): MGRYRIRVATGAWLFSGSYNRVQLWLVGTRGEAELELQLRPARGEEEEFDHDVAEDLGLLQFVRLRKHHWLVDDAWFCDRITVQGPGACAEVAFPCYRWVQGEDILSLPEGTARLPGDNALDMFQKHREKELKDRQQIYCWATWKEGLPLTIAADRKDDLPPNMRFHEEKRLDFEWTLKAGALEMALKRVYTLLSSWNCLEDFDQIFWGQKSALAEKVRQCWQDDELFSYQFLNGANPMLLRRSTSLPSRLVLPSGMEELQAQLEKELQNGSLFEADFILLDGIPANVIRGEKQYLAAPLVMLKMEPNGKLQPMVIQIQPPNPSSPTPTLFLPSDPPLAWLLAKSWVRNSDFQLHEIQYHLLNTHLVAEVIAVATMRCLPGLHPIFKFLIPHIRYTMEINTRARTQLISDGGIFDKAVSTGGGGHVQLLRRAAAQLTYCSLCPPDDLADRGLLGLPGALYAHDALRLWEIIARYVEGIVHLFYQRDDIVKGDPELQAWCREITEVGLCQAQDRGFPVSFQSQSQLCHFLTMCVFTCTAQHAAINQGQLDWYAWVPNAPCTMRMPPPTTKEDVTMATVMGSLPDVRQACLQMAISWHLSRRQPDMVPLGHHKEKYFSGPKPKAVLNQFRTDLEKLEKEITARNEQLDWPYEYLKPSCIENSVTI
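Purified human 12hLO at 150 nM in 25 mM Hepes, 0.01% Triton X-100, pH 7.0, preincubated 15 min at room temperature with compound. Reaction started with 40 uM arachidonic acid, 30 min at room temperature. Hydroperoxide measured by Fe-xylenol orange, 573/405 nm absorbance ratio.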
IDH1 R132H inh: inhibitors of human mutant IDH1 R132H; O75874; IDH1-R132H enzyme, NADPH consumption, diaphorase/resazurin fluorescence; Potency, µM (top dose mostly 76.6 µM), for inactives: at the top dose activity change, negative = inhibition, hits mostly inhibitors; actives 0.093% (n = 390,000); AID 602179; note: % is set by controls: 0 for no effect and ±100 for the full control effect; nearly all actives have a fitted effect of over 65% in size
Target sequence (O75874 whole entry R132H, stated change not applied): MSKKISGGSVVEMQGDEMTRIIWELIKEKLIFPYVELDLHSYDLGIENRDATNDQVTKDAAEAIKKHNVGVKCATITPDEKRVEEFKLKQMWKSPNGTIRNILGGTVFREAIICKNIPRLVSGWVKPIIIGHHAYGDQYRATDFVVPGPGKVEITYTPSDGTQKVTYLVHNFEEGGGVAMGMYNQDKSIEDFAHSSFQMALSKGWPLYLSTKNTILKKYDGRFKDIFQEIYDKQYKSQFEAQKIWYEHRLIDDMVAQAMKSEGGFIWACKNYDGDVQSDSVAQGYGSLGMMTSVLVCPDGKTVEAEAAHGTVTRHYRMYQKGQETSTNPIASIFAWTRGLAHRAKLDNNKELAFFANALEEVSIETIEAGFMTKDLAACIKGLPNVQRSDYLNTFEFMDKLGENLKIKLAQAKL
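IDH1-R132H (0.5 ug/mL dispensed) in pH 7.5 Tris buffer was preincubated 30 min with compound, then given a substrate mix of 0.016 mM NADPH and 2 mM alpha-KG for 80 min at room temperature; remaining NADPH was read by diaphorase/resazurin fluorescence.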
USP1-UAF1 inh: inhibitors of human USP1/UAF1 deubiquitinase. recombinant USP1/UAF1, Ub-Rhodamine cleavage fluorescence. AID 743255. Potency, µM (titrated, usually from 57.1 µM), inactives show at the highest dose activity change, negative = inhibition, hits mostly inhibitors. actives 0.23% (n = 390,000); note: % is set by controls: 0 for no effect and ±100 for the full control effect; nearly all actives have a fitted effect of over 60% in size; inactives centre near -12
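In this screen, compounds sit with the deubiquitinase complex (1nM) for 15 min at room temperature before Ub-Rho is added at 150nM final. Fluorescence rise is then followed for 6 reads every 60 seconds.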
rTrxR1 inhibitor: inhibitors of rat thioredoxin reductase 1; O89049; recombinant rTrxR1, NADPH fluorescence consumption, selenite substrate; Potency, µM (doses to about 114 µM), for inactives: at the top dose activity change, negative = inhibition, hits mostly inhibitors; actives 1% (n = 390,000); AID 588453; note: % is set by controls: 0 for no effect and ±100 for the full control effect; nearly all actives have a fitted effect of over 65% in size
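Rat TrxR1 (90 nM in the dispensed reagent) was pre-reduced with 400 uM NADPH for 5 min at room temperature, then incubated with compound for 15 min. After 400 uM selenite was added, NADPH fluorescence (Ex 340/Em 450 nm) was followed for 8 min.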
Vif-A3G inh: Vif-A3G binding inhibition | Q9HC16 | HeLa A3G-eYFP + Vif (tagged APOBEC3G with the HIV-1 protein that degrades it), YFP fluorescence, overnight | actives 0.076% (n = 410,000) | Potency, µM (doses to about 46.1 µM), without a hit: top-dose activity, negative = active, actives largely listed as inhibitors;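 note: % is set by controls: 0 for no effect and ±100 for the full control effect; nearly all actives have a fitted effect of over 60% in size; hits raise eYFP signal because A3G escapes Vif-driven loss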
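Read-out is eYFP fluorescence (Ex 488/Em 500-530) from Vif-expressing HeLa A3G-eYFP cells; more signal means A3G escaped Vif-mediated degradation. Cells plated overnight, compound pinned in, incubated overnight at 37 deg C.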
The depositor's hits bear a star; ? = inconclusive; . = no result given; [ ] = another dose, or the depositor's remark. Calls come from the whole dose curve; as a rule, active = well fitted curve in the direction sought with a large enough effect; inconclusive = small, poorly fitted or top-dose-only effect, or another doubt; inactive = no such curve, though single readings can be large; an effect the other way counts as inactive or inconclusive. Potency is the fitted concentration of half-maximal effect.

structure	Vif-APOBEC3F blk	RGS4 inhibitor	TrxR1 substrate	RXFP1 agonist	12-LOX inh	IDH1 R132H inh	USP1-UAF1 inh	rTrxR1 inhibitor	Vif-A3G inh
CCC(NC(=O)C1CCCC1)c1ccc(C)cc1 (configuration not stated)	-0.5%	-26.2%	10.4%	-1.0%	?	0.0%	-16.9%	36.2%[activator]	1.3%
CNC(=O)c1cc(C(=O)c2c(Cl)cccc2Cl)c[nH]1	-2.2%	-12.2%	7.0%[57.1 µM]	2.5%	-13.5%	16.9%	0.0%	15.7%[11.4 µM]	-6.3%
O=C(Cn1cnc([N+](=O)[O-])c1)Nc1ccc(F)c(Cl)c1	-3.1%	-19.9%	-9.9%	5.5%	44.6%[activator]	-15.3%	-15.3%	-13.2%	-7.3%
COCCN(C(=O)COC(=O)CSc1ccc(Cl)cc1)c1c(N)n(CC(C)C)c(=O)[nH]c1=O	-3.3%	-11.7%	-19.3%	-1.8%	4.4%	2.1%	-6.8%	-19.3%	-0.7%
Cc1ccc(S(=O)(=O)c2nnn3c2nc(NCc2ccccc2)c2sccc23)cc1	-1.8%	6.4%	21.9%	8.9%	-27.7%	-6.1%	-8.5%	50.6%[activator]	-2.1%
Cc1[nH]c(=O)[nH]c(=O)c1S(=O)(=O)N1CCN(c2ccccc2F)CC1	0.2%	28.4%	9.0%	-0.1%	19.6%	14.5%	-4.1%	19.3%	2.2%
COc1cc(OC)cc(C(=O)Nc2nnc(Cc3ccc(OC)c(OC)c3)s2)c1	0.5%	5.9%	5.7%[57.1 µM]	6.8%	0.0%	0.4%	-19.3%	8.7%[57.1 µM]	-9.3%
O=C(Nc1ccccc1)N1CCn2c(nc3ccccc32)C1	0.9%	8.4%	6.6%	0.4%	5.5%	1.7%	-7.5%	15.0%	0.6%
CC(=O)Nc1nc(-c2cc([N+](=O)[O-])cs2)cs1	1.4%	12.6%[56.9 µM]	-4.1%	-0.8%	5.1%	-12.0%	-6.3%	6.4%	-0.2%
COc1ccc(CC(=O)Nc2ccc(N(C)C)c3ccccc23)cc1	1.8%	3.1%	21.3%[57.1 µM]	3.2%	12.0%	2.4%	-13.0%	12.2%	-11.3%

Additional records follow:
structure	Vif-APOBEC3F blk	RGS4 inhibitor	TrxR1 substrate	RXFP1 agonist	12-LOX inh	IDH1 R132H inh	USP1-UAF1 inh	rTrxR1 inhibitor	Vif-A3G inh
O=C(C1CC(=O)N(c2ccc(Cl)cc2)C1)N1CCC(c2nc3ccccc3[nH]2)CC1 (configuration not stated)	1.5%	-41.4%	13.4%	0.8%	-1.3%	6.5%	-14.0%	34.6%	0.1%
CCC(CC)COC(=O)C(C#N)c1nc2ccccc2nc1N1CCN(CC)CC1 (configuration not stated)	-3.5%	-31.9%	-0.9%	-0.2%	?	3.4%	-23.2%	6.1%	7.0%
CCC(C)NC(=O)Nc1ccc(C)cc1C (configuration not stated)	-3.4%	-2.4%	0.3%	5.1%	-6.3%	-5.9%	-19.1%	23.3%	1.8%
COc1ccc(C(=O)Nc2sc3c(c2C(=O)NCc2ccco2)CCCC3)cc1OC	5.4%	-18.9%	235.5%[activator]	6.1%	0.0%[57.4 µM]	4.8%	-2.5%	50.5%[57.1 µM]	2.0%
COc1cccc(CNC(=O)C(NS(=O)(=O)c2ccc3nc(C)sc3c2)C(C)C)c1 (configuration not stated)	-11.1%	-0.3%	6.7%	9.6%	-29.2%	2.4%	-18.8%	20.1%	-1.2%
NS(=O)(=O)c1ccc(F)c(C(=O)O)c1	2.3%	-8.3%	7.5%	-0.4%	6.1%	2.2%	-15.2%	17.8%	0.5%
Cc1nc(CCNC(=O)c2cc(COc3ccc(F)cc3Cl)on2)sc1C	-0.7%	-5.9%	-9.6%	-1.0%	-29.5%	-3.3%	-18.6%	1.7%	-4.9%
O=C(CN1CCOCC1)N1CCN(S(=O)(=O)c2ccccc2)C1c1ccccc1 (configuration not stated)	-5.4%	25.1%	-5.0%	1.5%	-5.2%	0.0%	-12.8%	-0.2%	3.3%
N=c1sccn1CC(=O)Nc1cc(S(=O)(=O)N2CCCC2)ccc1Cl	3.4%	-9.5%	1.4%	3.1%	?	11.7%	-15.7%	24.9%[57.1 µM]	6.1%
C=CCn1c(=O)c2ccccc2n2c(SCC(=O)NCC)nnc12	-8.8%	5.2%	1.3%	10.2%	5.4%	17.5%	-9.6%	28.2%	-5.0%

(more compounds)
structure	Vif-APOBEC3F blk	RGS4 inhibitor	TrxR1 substrate	RXFP1 agonist	12-LOX inh	IDH1 R132H inh	USP1-UAF1 inh	rTrxR1 inhibitor	Vif-A3G inh
CC(C)COc1ccc(C(=O)N(CC(=O)Nc2ccccc2C(F)(F)F)Cc2ccco2)cc1	-10.5%	-23.5%	-15.0%	1.7%	-39.7%	8.1%	-13.8%	-13.2%	0.2%
CCN1CCN(c2sc(S(C)(=O)=O)nc2S(=O)(=O)c2ccc(C)cc2)CC1	12.0%	-2.6%	6.5%	14.8%	0.0%	9.1%	-5.6%	8.7%	-1.5%
Cc1ccc(N2CC(c3nnc(Cc4ccccc4Cl)o3)CC2=O)cc1 (configuration not stated)	-4.2%	-26.5%	0.1%	-4.0%	-10.3%	-0.1%	-16.5%	-0.3%	1.4%
Cc1onc(-c2ccccc2)c1C(=O)N(Cc1ccccc1)C(C)C	-10.1%	-5.0%	0.8%	-4.5%	-0.4%	21.0%	-22.1%	10.7%	-2.4%
COc1ccc(-c2cc(C)no2)cc1S(=O)(=O)NCCCN1CCN(c2ccccc2)CC1	-11.5%	23.7%	4.2%	-0.4%	-3.1%	1.1%	-12.4%	27.8%	-12.8%
COc1ccc(N2C(=O)C3C(C2=O)C(C(=O)c2ccc(Cl)cc2)N2CCCC32)cc1 (configuration not stated)	?	?	6.2%	1.3%	?	-10.9%	?	-55.7%	?
Cc1ccc(NC(=O)CSc2ncnc3ccccc23)cc1S(=O)(=O)N1CCOCC1	-6.5%	-26.0%	0.8%	26.5%	-6.0%	1.9%	?	17.9%	1.8%
CCOC(=O)c1c(C)[nH]c(C)c1S(=O)(=O)NCc1cc(C)ccc1C	-12.1%	5.4%	-5.3%	0.6%	-3.3%	7.5%	-23.5%	8.6%	-9.5%
COc1ccccc1CNC(=O)C[C@@H]1C[C@H]2c3cc(N(C)C)ccc3O[C@H]2[C@H](CO)O1	1.6%	.	.	.	?	-0.2%	-9.4%	.	-0.3%
C[C@H](N)c1nnc(SCC(=O)c2ccc(Cl)cc2)o1	-3.2%	44.3%	5.0%	-0.9%	6.2%	-1.6%	-11.5%	18.8%	-1.1%

Next part, overlapping the part above by 2 compounds.
structure	Vif-APOBEC3F blk	RGS4 inhibitor	TrxR1 substrate	RXFP1 agonist	12-LOX inh	IDH1 R132H inh	USP1-UAF1 inh	rTrxR1 inhibitor	Vif-A3G inh
COc1ccccc1CNC(=O)C[C@@H]1C[C@H]2c3cc(N(C)C)ccc3O[C@H]2[C@H](CO)O1	1.6%	.	.	.	?	-0.2%	-9.4%	.	-0.3%
C[C@H](N)c1nnc(SCC(=O)c2ccc(Cl)cc2)o1	-3.2%	44.3%	5.0%	-0.9%	6.2%	-1.6%	-11.5%	18.8%	-1.1%
CN(C)CCCNC(=O)c1ccc(Cl)c(S(=O)(=O)N(C)c2ccccc2)c1	1.2%	-3.6%	-4.5%	0.2%	-21.0%	1.7%	-9.7%	-2.4%	-0.9%
COc1cccc(N2CCN(C(=O)CCC(=O)c3ccc(Cl)s3)CC2)c1	4.5%	-7.5%	3.7%	0.4%	26.3%	9.6%	-18.1%	9.3%	0.1%
CC(C)(C)c1ccc(C(=O)NNC(=O)c2ccc(Cl)cc2)cc1	0.0%	6.3%	3.8%[57.1 µM]	1.8%	9.6%	0.8%	1.4%	11.4%[57.1 µM]	-6.6%
Cn1c(SCC(N)=O)nc2c([nH]c3ccccc32)c1=O	-25.3%	10.2%	9.2%[57.1 µM]	1.6%	0.4%	11.3%	-13.4%	30.1%[57.1 µM]	3.1%
O=C(O)c1ccc(Nc2ccc3nonc3c2[N+](=O)[O-])cc1	-12.1%	0.8%	-7.9%	5.0%	-23.6%	-2.0%	-21.5%	0.2%[57.1 µM]	-0.6%
COc1ccc(N2C(=O)CSC23CCC(C(C)(C)C)CC3)cc1 (configuration not stated)	-7.3%	13.6%	7.1%	2.5%	6.6%	5.3%	-21.9%	15.7%	1.3%
Cc1ccc(-c2csc(NC(=O)c3c(C)noc3C)n2)cc1C	1.3%	2.4%	4.2%	-0.4%	-12.7%	5.0%	-18.4%	10.9%	0.1%
O=C(c1ccc2c(=O)n(Cc3ccco3)c(=S)[nH]c2c1)N1CCN(c2ccccc2)CC1	-12.7%	-18.5%	-15.7%	-1.3%	?	0.0%	-4.2%	-29.2%	-0.2%
O=c1oc2ccc(Cl)cc2nc1/C=C(\O)c1cccs1	-3.1%	-13.2%	0.5%[57.1 µM]	5.4%	-145.6%	12.1%	-7.0%	?	-10.6%
COC(=O)CN1C(=O)[C@H]2[C@@H](/C=C/c3ccccc3)N3C(=O)CN(CC4CC4)C(=O)[C@@]3(Cc3ccccc3)[C@H]2C1=O	0.4%	-4.1%	-4.5%	-1.6%	-6.6%	2.7%	17.5%	13.3%	1.1%
CCC(=O)Nc1ccc(C(=O)NNC(=O)c2ccc([N+](=O)[O-])cc2)cc1	0.7%	-20.8%	-1.4%	-1.9%	-3.9%	0.0%	-21.7%	5.1%	3.5%

This is a subset, so the mix of outcomes need not match the whole.
